Compound activity from PubChem BioAssay.
Cav3 T inh = Cav3.2 calcium influx blockers – cell-based, Fluo-4 calcium fluorescence, FDSS, MLSMR library, primary screen; Cav3.2-expressing cells; stronger effect = lower value; Voltage-dependent T-type calcium channel subunit alpha-1H (Homo sapiens), O95180; B-score at 10 µM; hit rate 4% among 100,000;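 active = single-dose well whose peak fluorescence ratio is a statistical outlier from its plate by either plate-standardised score or position-corrected B-score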
Target sequence (O95180 whole entry, looked up): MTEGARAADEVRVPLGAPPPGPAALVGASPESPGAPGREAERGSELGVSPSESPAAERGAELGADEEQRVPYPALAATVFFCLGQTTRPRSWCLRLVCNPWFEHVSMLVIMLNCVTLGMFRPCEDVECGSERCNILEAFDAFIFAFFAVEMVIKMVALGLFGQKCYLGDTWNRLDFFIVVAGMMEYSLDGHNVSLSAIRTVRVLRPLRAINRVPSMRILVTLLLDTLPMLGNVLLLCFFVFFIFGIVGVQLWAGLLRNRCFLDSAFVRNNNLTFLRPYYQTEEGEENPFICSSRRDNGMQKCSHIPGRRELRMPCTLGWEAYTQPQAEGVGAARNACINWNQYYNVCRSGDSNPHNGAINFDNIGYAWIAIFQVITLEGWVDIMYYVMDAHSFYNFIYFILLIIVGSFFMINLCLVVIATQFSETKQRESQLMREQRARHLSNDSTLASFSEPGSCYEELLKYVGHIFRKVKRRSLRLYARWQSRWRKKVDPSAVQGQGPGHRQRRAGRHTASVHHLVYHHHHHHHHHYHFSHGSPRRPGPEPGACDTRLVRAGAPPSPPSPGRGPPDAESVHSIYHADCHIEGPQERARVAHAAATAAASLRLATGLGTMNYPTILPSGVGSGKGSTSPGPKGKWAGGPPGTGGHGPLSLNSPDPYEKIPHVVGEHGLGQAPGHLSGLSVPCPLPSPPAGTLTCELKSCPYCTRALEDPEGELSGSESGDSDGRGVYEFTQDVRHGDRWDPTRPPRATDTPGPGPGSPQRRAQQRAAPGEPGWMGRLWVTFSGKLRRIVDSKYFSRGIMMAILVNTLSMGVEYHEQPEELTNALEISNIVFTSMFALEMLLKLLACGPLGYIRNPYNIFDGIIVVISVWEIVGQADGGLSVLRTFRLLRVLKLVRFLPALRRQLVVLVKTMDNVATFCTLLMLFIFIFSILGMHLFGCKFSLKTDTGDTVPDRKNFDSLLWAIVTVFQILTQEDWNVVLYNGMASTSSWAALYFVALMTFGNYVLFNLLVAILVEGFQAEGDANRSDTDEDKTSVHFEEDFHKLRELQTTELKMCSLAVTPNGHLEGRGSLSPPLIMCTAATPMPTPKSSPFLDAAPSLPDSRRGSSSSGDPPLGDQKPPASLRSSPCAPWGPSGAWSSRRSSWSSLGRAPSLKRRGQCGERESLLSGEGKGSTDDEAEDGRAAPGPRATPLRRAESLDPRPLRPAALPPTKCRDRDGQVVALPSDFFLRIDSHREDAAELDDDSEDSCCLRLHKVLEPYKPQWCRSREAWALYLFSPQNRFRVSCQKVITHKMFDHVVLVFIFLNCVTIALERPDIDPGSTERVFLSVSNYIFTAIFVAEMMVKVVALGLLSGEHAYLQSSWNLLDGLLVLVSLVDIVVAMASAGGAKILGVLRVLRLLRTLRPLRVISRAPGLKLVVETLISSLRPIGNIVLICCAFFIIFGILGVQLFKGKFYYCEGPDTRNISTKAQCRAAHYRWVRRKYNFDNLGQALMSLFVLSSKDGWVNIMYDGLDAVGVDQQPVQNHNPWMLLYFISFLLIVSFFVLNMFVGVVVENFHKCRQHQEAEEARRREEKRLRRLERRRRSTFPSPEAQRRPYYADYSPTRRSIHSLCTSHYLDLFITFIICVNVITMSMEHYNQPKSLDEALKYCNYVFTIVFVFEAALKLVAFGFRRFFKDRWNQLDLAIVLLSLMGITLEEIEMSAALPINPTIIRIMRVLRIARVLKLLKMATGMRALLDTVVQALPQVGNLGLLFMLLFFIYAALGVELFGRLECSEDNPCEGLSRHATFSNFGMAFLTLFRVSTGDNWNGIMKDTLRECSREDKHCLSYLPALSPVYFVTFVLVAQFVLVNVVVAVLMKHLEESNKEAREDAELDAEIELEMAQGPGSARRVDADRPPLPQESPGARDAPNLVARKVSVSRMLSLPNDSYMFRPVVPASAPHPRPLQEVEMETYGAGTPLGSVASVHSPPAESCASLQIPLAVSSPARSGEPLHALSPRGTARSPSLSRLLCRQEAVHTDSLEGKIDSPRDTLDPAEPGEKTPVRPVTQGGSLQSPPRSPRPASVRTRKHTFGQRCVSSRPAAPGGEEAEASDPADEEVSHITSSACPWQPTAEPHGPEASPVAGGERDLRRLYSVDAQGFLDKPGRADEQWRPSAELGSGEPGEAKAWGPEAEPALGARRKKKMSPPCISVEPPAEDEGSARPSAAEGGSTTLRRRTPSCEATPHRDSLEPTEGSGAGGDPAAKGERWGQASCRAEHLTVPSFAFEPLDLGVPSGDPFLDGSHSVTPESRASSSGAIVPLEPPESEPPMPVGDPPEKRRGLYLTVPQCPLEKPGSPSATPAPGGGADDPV
An asterisk follows results filed as active.

Cav3 T inh	Compound
0.046	O=C(NC1CCS(=O)(=O)C1)c1cccc(S(=O)(=O)N2CCCCC2)c1 (stereo unspecified)
-1.9	Cc1ccc(C)c(-n2nnnc2SCC(=O)Nc2cccc(-c3nnc4n3CCCCC4)c2)c1
-1.2	CCc1ccc2[nH]c(=O)c(CN(CCCN3CCOCC3)C(=O)Nc3ccc(Cl)cc3)cc2c1
0.17	COC(=O)C(CC(C)C)N1CCC(=O)c2ccccc2S1(=O)=O (stereo unspecified)
0.48	CCCc1c(C)c2cc(C)ccc2[nH]c1=O
-3.4	COc1ccc(NC(=O)N(CCc2ccccc2)Cc2cc3c(C)cc(C)cc3[nH]c2=O)cc1
0.93	Cc1ccc2[nH]c(=O)c(CN(CCCN3CCOCC3)C(=O)NC3CCCCC3)cc2c1
0.53	Cc1cccc(CS(=O)(=O)Cc2ccc(C(=O)NCc3cccnc3)o2)c1

Cav3 T inh	Compound
-1.5	CC(=O)Nc1cc(C(F)(F)F)ccc1OCCOc1ccccc1
-4.8*	CCN(c1ccccc1)S(=O)(=O)c1ccc(NCC2COc3ccccc3O2)nc1 (stereo unspecified)
-2.1	CC(Oc1ccc(Cl)cc1)c1ccnn1S(=O)(=O)c1ccc(Cl)cc1 (stereo unspecified)
-1.4	Cc1ccc(-c2cc(C(=O)NCc3ccc4c(c3)OCO4)[nH]n2)c(O)c1C
1.5	CN=Cc1c(NC)nc2c(C)cccn2c1=O
0.1	Cc1cccc(N(C)C(=O)c2coc(=O)c3ccccc23)c1
-2.3	Cc1ccc(C)c(S(=O)(=O)NCc2ccc(C(=O)NCc3ccco3)cc2)c1
0.029	O=C(NC1CCCC1)c1c[nH]c2ccc(F)cc2c1=O

Cav3 T inh	Compound
0.58	O=C(c1cnc2n(c1=O)CCS2)N1CCCc2ccccc21
0.77	Cc1nn(Cc2ccccc2Cl)c(C)c1NC(=O)/C=C/c1cnn(C)c1
-0.21	COc1cccc(C2C(C(=O)c3cc4cccc(OC)c4o3)=C(O)C(=O)N2c2cc(C)on2)c1OC (stereo unspecified)
0.44	C=CCN1C(=NC(=O)CCC)SC2CS(=O)(=O)CC21 (stereo unspecified)
0.013	COc1cccc(OCCn2c(C)c(/C=N/n3cnnc3)c3ccccc32)c1
0.037	CC(NC(=O)COc1cc(=O)n(C)c2ccccc12)c1ccc2c(c1)OCCO2 (stereo unspecified)
-0.24	Fc1ccc(-c2ccnc3nc(N4CCOCC4)nn23)cc1
-0.37	COC(=O)C1=C(C)N=C2SC(C#N)=C(N)N2C1c1cccc(OC)c1 (stereo unspecified)

Cav3 T inh	Compound
-2	COCCC(=O)N(Cc1ccc2c(c1)OCO2)C(C(=O)NC1CCCCC1)c1ccncc1 (stereo unspecified)
-0.13	O=C(C1=C[C@H](c2ccc(Br)cc2)C[C@H](OCc2ccc(CO)cc2)O1)N1CCOCC1
-3.9	CCOC(=O)c1sc(NC(=O)CSc2nc3c(cc2C#N)CCCCCC3)c(C#N)c1C
1.4	CCOc1ccc(N2C(=O)CC(N3CCN(c4ccccc4F)CC3)C2=O)cc1 (stereo unspecified)
-0.58	O=C(NCc1ccco1)C1CCCN(S(=O)(=O)c2cccc3cccnc23)C1 (stereo unspecified)
-0.85	C=CCn1c(SCc2ccc3nonc3c2)nnc1-c1cccs1
-4.3	COC(=O)CSc1nc2c(c(C3CC=CCC3)c1C#N)CCC2 (stereo unspecified)
0.34	COc1ccc(OC)c(NS(=O)(=O)c2ccc(NC(C)=O)cc2)c1

Cav3 T inh	Compound
0.2	Cc1cc(C)cc(N2CCCC2=O)c1
0.44	C=C(C)C(=O)Nc1cccc(C2=NOC3(C2)C[C@@H](C(N)=O)N(C(=O)/C(C)=C/C)C3)c1 (stereo partly specified)
-1.6	CN(Cc1ccccc1)c1nc2c(c(=O)[nH]c(=O)n2C)n1Cc1ccccc1Cl
0.79	COCCNC(=O)c1onc(CSc2ccccc2)c1C(=O)O
0.23	CC(C)(C)c1nn(-c2ccccc2)c2[nH]c(=O)c(CNCc3ccco3)cc12
-0.14	Cc1ccccc1N(CC(=O)Nc1ccc(F)cc1)S(C)(=O)=O
0.44	Cc1ccc(Nc2nc(N)nc(CSc3nncn3C)n2)cc1
-0.8	O=C(CCSCc1ccccc1Cl)N1CCN(c2ccccn2)CC1

Cav3 T inh	Compound
0.21	O=C(O)C1=C[C@H](c2ccc3c(c2)OCO3)C[C@H](OCc2ccc(CO)cc2)O1
-5*	CCC(=O)N1CCN(c2ccccc2NC(=O)Cc2ccccc2)CC1
0.028	O=C1C=C(OCc2ccccc2)CN1
-2.6	O=C(O)COc1ccc(S(=O)(=O)NCCc2ccccc2)cc1
1.1	COC(=O)C1CC(O)CN1C(=O)c1ccco1 (stereo unspecified)
1.2	CC1(C)CC(=O)C(C(c2ccncc2)C2C(=O)CC(C)(C)CC2=O)C(=O)C1
-0.35	COc1ccc(OC)c2c1sc(=NC(=O)C(C)C)n2C
0.7	Cc1ccccc1-c1noc(C23CC4CC(CC(C4)C2)C3)n1

Cav3 T inh	Compound
0.76	Cc1noc(C)c1Cc1ccc(O)cc1
1.1	O=C(CN1C(=O)COc2ccccc21)NCCCN1CCN(Cc2ccccc2)CC1
-0.033	O=C(NC1CCCC1)c1ccc(COCC(F)(F)F)o1
0.56	O=C(C1CCC(CNS(=O)(=O)c2cccs2)CC1)N1CCCCC1 (stereo unspecified)
0.77	O=S(=O)(c1cc(Cl)cc(Cl)c1)N1CCCC1c1nc2ccccc2s1 (stereo unspecified)
-3.6	CCN1CCN(Cc2nc(N)nc(Nc3ccc(C)c(C)c3)n2)CC1
1	CNC(=O)c1ccc(N(Cc2ccccc2C)S(C)(=O)=O)cc1
-0.022	CC12CN3CC(C)(CN(C1)C3c1cc(Br)ccc1O)C2=O (stereo unspecified)

Cav3 T inh	Compound
-1.3	COc1ccc(OC)c(CNC(=O)CCNC(=O)Cn2ccc3ccccc3c2=O)c1
-0.67	CN(C)P(=NC(=O)COc1ccc(Cl)cc1Cl)(N(C)C)N(C)C
0.95	CCOC(=O)N1CCN(Cc2nc3c(c(=O)[nH]c(=O)n3C)n2CCCc2ccccc2)CC1
-0.24	O=C(Nc1sc2c(c1C(=O)O)CCCC2)c1cccs1
-9*	COCCCNC(=O)C(C#N)c1nc2ccccc2nc1N1CCN(Cc2ccccc2)CC1 (stereo unspecified)
-2.1	CCC(c1nnnn1Cc1ccco1)N(CCc1ccccc1)Cc1cc2cccc(C)c2[nH]c1=O (stereo unspecified)
-0.067	CCOc1nc(Nc2cc(Cl)ccc2OC)nc(OCC)n1
0.03	Cc1ncn(C23CC4CC(CC(O)(C4)C2)C3)n1

Cav3 T inh	Compound
-0.73	CCN(CC)c1nc(-c2ccccc2)cc(C(F)(F)F)c1C#N
-0.082	Cc1cc(C)cc(N(C(=O)c2ccc3c(c2)OCO3)C2C=CS(=O)(=O)C2)c1 (stereo unspecified)
-0.0013	C/C=C/Cn1c(SC)nc2c1c(=O)[nH]c(=O)n2C
0.45	O=C(NCc1ccc2c(c1)OCO2)C1(S(=O)(=O)c2ccccc2)CC1
0.033	CCCCNC(=O)CN(c1cccc(F)c1)S(C)(=O)=O
-0.95	COc1ccc(N/C=C(/C(C)=O)c2ccccc2)cc1
1.2	Cc1c(C(=O)NCCN2CCOCC2)oc2ccc(S(=O)(=O)N3CCCCCC3)cc12
-1.1	Cc1ccc(CNC(=O)C(OC(=O)c2ccco2)C(C)C)cc1 (stereo unspecified)

Cav3 T inh	Compound
0.22	Cc1ccc(-n2c3c(c(=O)[nH]c2=S)C(C(F)(F)F)(C(F)(F)F)NC(=O)N3)cc1
-0.02	COc1cccc(NC(=O)COC(=O)c2ccco2)c1
-2.2	COc1ccccc1NC(=O)CSc1nnc(-c2ccccc2)o1
-0.24	CCO[C@H]1OC(C(=O)NC2CC2)=C[C@@H](c2ccc(Br)cc2)[C@@H]1CCCO
-0.49	CCOC(=O)C1=C(C)NC(=O)C(C(N)=O)C12CCCC2 (stereo unspecified)
0.32	COC(=O)c1ccc(-c2nn(C)c(=O)c3ccccc23)cc1
-0.52	O=C(CCCCCN1C(=O)c2ccccc2C1=O)NCCc1nc2ccccc2[nH]1
-0.074	O=C(Oc1cccnc1)c1cccc(Cl)c1

Cav3 T inh	Compound
0.93	CCn1c(SCC(=O)N2CCN(c3ccc(F)cc3)CC2)nc2ccccc2c1=O
0.047	COCCNC(=O)C(OC(=O)c1cccs1)c1ccccc1 (stereo unspecified)
-0.52	CCN1CCC(NC(=O)c2cc(OC)c(OC)cc2OC)CC1
0.21	COC(Cc1nnc(SC)n1-c1ccc(Cl)cc1)OC
0.14	Cc1ccc(S(=O)(=O)C2CCOC2=O)cc1 (stereo unspecified)
-4	Cc1ccc(C2CC(=O)N3CN(c4ccc(Br)cc4)CSC3=C2C#N)o1 (stereo unspecified)
-0.39	CCC(=O)N(CCc1ccccc1C)Cc1cc2cc3c(cc2[nH]c1=O)OCO3
0.73	N#Cc1c(-c2ccc(Br)cc2)nc2n(c1=O)CCCS2

Quoted from the entries so far, 15 compounds:
Cav3 T inh	Compound
0.22	Cc1ccc(-n2c3c(c(=O)[nH]c2=S)C(C(F)(F)F)(C(F)(F)F)NC(=O)N3)cc1
-0.02	COc1cccc(NC(=O)COC(=O)c2ccco2)c1
-2.2	COc1ccccc1NC(=O)CSc1nnc(-c2ccccc2)o1
-0.24	CCO[C@H]1OC(C(=O)NC2CC2)=C[C@@H](c2ccc(Br)cc2)[C@@H]1CCCO
-0.49	CCOC(=O)C1=C(C)NC(=O)C(C(N)=O)C12CCCC2 (stereo unspecified)
0.32	COC(=O)c1ccc(-c2nn(C)c(=O)c3ccccc23)cc1
-0.52	O=C(CCCCCN1C(=O)c2ccccc2C1=O)NCCc1nc2ccccc2[nH]1
-0.074	O=C(Oc1cccnc1)c1cccc(Cl)c1
0.93	CCn1c(SCC(=O)N2CCN(c3ccc(F)cc3)CC2)nc2ccccc2c1=O
0.047	COCCNC(=O)C(OC(=O)c1cccs1)c1ccccc1 (stereo unspecified)
-0.52	CCN1CCC(NC(=O)c2cc(OC)c(OC)cc2OC)CC1
0.21	COC(Cc1nnc(SC)n1-c1ccc(Cl)cc1)OC
0.14	Cc1ccc(S(=O)(=O)C2CCOC2=O)cc1 (stereo unspecified)
-4	Cc1ccc(C2CC(=O)N3CN(c4ccc(Br)cc4)CSC3=C2C#N)o1 (stereo unspecified)
-0.39	CCC(=O)N(CCc1ccccc1C)Cc1cc2cc3c(cc2[nH]c1=O)OCO3

(further entries)
Cav3 T inh	Compound
0.26	CC(C)(C)NC(=O)C(c1ccncc1)N(C(=O)c1csnn1)C1CC1 (stereo unspecified)
-0.31	COc1ccccc1N1CCN(C(=O)c2ccc(Cl)c(S(=O)(=O)NCc3ccco3)c2)CC1
-0.11	COc1ccc(NC(=O)CSc2ncccc2C(=O)OC(C)C)cc1OC
0.73	O=C(Cc1cccs1)N/N=C/C(Br)=C/c1ccccc1
1.5	CCn1c(=O)c(NC(=O)c2ccccc2)c2n(c1=S)CCCCC2
-2.3	Cc1ncc(S(=O)(=O)c2ccccc2)c(-c2ccc(Cl)cc2Cl)n1
-3	O=C(CN1CCC(n2nnc3cc(C(F)(F)F)ccc32)CC1)Nc1ccc2c(c1)OCCO2
1.6	Cc1ccccc1NC(=O)C1CC(Cl)=CCC1C(=O)O (stereo unspecified)

Cav3 T inh	Compound
0.39	COCc1nnc(NC(=O)c2cccs2)s1
0.6	O=C(O)CCSc1nc2ccccc2s1
0.36	CC(NC(=O)c1nn(C)c(=O)c2ccccc12)c1ccc(F)cc1 (stereo unspecified)
-1	CC#CCN1c2ccccc2[C@]23C[C@@H](C(=O)OC)N(C(=O)C4CCC4)C2=NC(C(=O)OC)=C(C(=O)OC)[C@H]13
-0.29	C/C(=C\C(=O)c1ccc(Br)cc1)Nc1cccc(Cl)c1
-0.092	CCOc1ccccc1NC(=O)C1CCC(CNc2c(N3CCOCC3)c(=O)c2=O)CC1 (stereo unspecified)
-1.2	Cc1noc(NC(=O)c2ccc(F)cc2)c1C#N
0.1	CCN(CCCNC(=O)COc1cc(=O)n(CC)c2ccccc12)Cc1ccccc1

Cav3 T inh	Compound
-0.0041	C=CCSc1nnc(C)n1-c1ccc(Cl)cc1
0.25	O=C(Nc1ccc(F)cc1F)N1CCN(c2ncccn2)CC1
-0.13	CCOc1ccc(N(CC(=O)Nc2nccs2)S(=O)(=O)c2c(C)noc2C)cc1
-1.2	Cc1ccc(C)c(NC(=O)CS(=O)(=O)c2c[nH]c3ccccc23)c1
-0.41	O=C(NC1CCCCC1)N1CCc2[nH]c3ccccc3c2C1
-0.45	COc1ccc(CNC(=S)Nc2cccc(C)c2C)cc1
0.59	Cc1ccc(NC(=O)CN2C(=O)S/C(=C\c3ccc(-c4cccc(C(=O)O)c4C)o3)C2=O)cc1
3.3	Cc1cc(C2C(C#N)=C(N)OC3=C2C(=O)CC(C)(C)C3)c(C)s1 (stereo unspecified)

Cav3 T inh	Compound
0.035	COC(=O)c1ccc(NS(=O)(=O)c2ccc3c(c2)oc(=O)n3C)cc1
0.38	Cc1cc(C)cc(NC(=O)CCNS(=O)(=O)c2ccc3c(c2)oc(=O)n3C)c1
1.1	C1CNCCOCCNCCN1
-7.3*	COc1ccc(CNC(=O)C(C#N)c2nc3ccccc3nc2N2CCCC2)cc1 (stereo unspecified)
0.58	CCC1CCCCN1C(=O)CSc1nc2c(cnn2-c2ccc(C)cc2)c(=O)[nH]1 (stereo unspecified)
0.031	COc1ccc(-c2nc(CSCC(=O)NCc3ccc4c(c3)OCO4)c(C)o2)cc1OC
1.2	Cc1csc(NC(=O)CCS(=O)(=O)c2ccc(Br)cc2)n1
-2.2	O=S(=O)(Nc1nc2c(s1)CCCC2)c1ccc(Br)cc1

Cav3 T inh	Compound
-4.5*	COc1cc(NC(=O)C2COc3ccccc3O2)c(OC)cc1Cl (stereo unspecified)
0.1	NC(N)=NCCCc1cn(CC(=O)N2CCNCC2)nn1
-0.59	C(=N\Nc1ccccc1)/c1ccc(N2CCOCC2)cc1
-1.8	CCOc1ccc(Cc2c(Cl)nc(N)nc2Cl)cc1
0.066	O=C(O)C1CCCCC1C(=O)NCc1cn2ccccc2n1 (stereo unspecified)
-0.55	CON(C)c1nc(OCCNC(=O)OCc2ccc(Cl)cc2Cl)nc(N(C)C)n1
0.21	OC(Cn1ccnc1)c1ccc(Cl)cc1Cl (stereo unspecified)

The list is partial; the hit share may differ from the screen's.
